# Screening data (PubChem)
# Mdm2 MdmX PPI: disrupts the human Mdm2-MdmX interaction | O15151+Q00987 | SaOS-2 split-luciferase Mdm2/MdmX complementation, luminescence | inhibition, % at 8 µM | 330,000 compounds, 3% hits;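 active = inhibition of at least 50% at 8 µM in the primary screen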
# Target sequence (O15151 whole entry, looked up): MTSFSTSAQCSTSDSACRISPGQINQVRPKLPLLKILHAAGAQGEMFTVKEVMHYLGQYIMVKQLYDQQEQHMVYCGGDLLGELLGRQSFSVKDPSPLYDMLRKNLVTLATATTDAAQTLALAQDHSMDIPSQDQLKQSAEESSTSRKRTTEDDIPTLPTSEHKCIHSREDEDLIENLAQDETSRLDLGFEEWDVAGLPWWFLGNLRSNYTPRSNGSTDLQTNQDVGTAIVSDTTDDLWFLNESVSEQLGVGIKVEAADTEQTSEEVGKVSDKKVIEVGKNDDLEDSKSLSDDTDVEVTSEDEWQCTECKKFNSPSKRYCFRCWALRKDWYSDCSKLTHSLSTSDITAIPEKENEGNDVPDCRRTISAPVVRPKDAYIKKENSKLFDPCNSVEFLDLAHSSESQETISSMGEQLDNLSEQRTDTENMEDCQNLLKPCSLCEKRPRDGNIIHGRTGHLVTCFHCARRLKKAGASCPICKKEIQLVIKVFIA
# Target sequence (Q00987 whole entry, looked up): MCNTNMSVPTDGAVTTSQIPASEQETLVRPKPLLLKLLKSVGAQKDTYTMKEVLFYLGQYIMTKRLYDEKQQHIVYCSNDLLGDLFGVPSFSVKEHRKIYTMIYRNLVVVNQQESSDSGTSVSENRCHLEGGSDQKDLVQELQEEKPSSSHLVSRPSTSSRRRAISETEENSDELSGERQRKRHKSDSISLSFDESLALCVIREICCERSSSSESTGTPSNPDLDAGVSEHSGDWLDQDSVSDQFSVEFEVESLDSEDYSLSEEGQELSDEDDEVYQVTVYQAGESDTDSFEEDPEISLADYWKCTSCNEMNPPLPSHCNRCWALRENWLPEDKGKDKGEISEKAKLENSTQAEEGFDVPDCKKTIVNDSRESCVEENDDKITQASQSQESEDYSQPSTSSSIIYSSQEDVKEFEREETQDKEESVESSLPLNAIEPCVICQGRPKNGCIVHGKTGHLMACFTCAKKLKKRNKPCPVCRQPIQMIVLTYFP
# tim10-1 inh: growth inhibitors of tim10-1 mutant yeast; S. cerevisiae tim10-1 ts strain growth, BacTiter-Glo, 24 h; AID 463190; 330,000 compounds, 2.2% hits; inhibition, % at 20 µM;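 active = inhibition of at least 40%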;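 also: mutant grown at 25 °C; 0% = DMSO wells with yeast and 100% = wells holding no yeast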
# Jurkat NFkB inh: lowers PMA/ionomycin-induced NF-kB signal in Jurkat cells | PMA/ionomycin-induced NF-kB luciferase reporter, luminescence | inhibition, % at 4 µM | 330,000 compounds, 0.53% hits; in the data active = inhibition above about 50%
# tim23-1 inh: inhibits growth of tim23-1 mutant yeast. S. cerevisiae tim23-1 growth, BacTiter-Glo luminescence, 24 h. inhibition, % at 20 µM. 330,000 compounds, 1.3% hits. AID 463212;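 active = growth inhibition of the mutant yeast at or above 50%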;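 also: temperature-sensitive mutant grown at 25 °C; plate controls were DMSO-treated mutant yeast for no effect and medium wells lacking yeast for full effect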
# CHOP UPR activ: activators of apoptotic arm of unfolded protein response (CHOP); CHO-CHOP luciferase reporter, UPR activation, luminescence; percent of tunicamycin response over DMSO baseline; activation, % at 10 µM; 330,000 compounds, 0.34% hits;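 active = at 10 µM dose, activation of 40% or more, normalized to positive control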;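 also: 100% = tunicamycin at 10 µg/mL and 0% = DMSO alone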
#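 Material: CHO-CHOP cells, stable luciferase reporter of PERK-eIF2a-CHOP signalling; quantity: 500 reporter cells seeded per well; buffer or medium: F12 medium containing 10% fetal bovine serum; compound: one dose, 10 µM in 0.5% DMSO; incubation: 6 h compound treatment, 37 °C; measured by: Steady-Glo luciferase luminescence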
# TIM10 inh: inhibits growth of TIM10 yeast strain. S. cerevisiae TIM10 strain growth, BacTiter-Glo luminescence, 24 h. inhibition, % at 10 µM. 330,000 compounds, 1.4% hits;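 active = inhibition of 40% or more at the single tested concentration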;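 also: wild-type TIM10 isogenic control strain grown at permissive 25 °C; 0% = DMSO yeast wells and 100% = minimal medium wells without yeast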
# 697 NFkB inh: lowers PMA/ionomycin-induced NF-kB signal in 697 B cells | 697 B-cell NF-kB luciferase reporter, 16 h | inhibition, % at 4 µM | 330,000 compounds, 0.33% hits; in the data active = inhibition above about 35%
# UPR XBP1 act: adaptive UPR (XBP1) activation; CHO-XBP1 luciferase reporter, IRE1-XBP1 UPR activation, luminescence; percent of tunicamycin response, DMSO as zero; activation, % at 20 µM; 330,000 compounds, 0.33% hits; AID 463104;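 active = versus positive control, 20 µM dose yields 30% or more activation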;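 also: 100% = tunicamycin at 10 µg/mL and 0% = DMSO only wells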
#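 Material: CHO-XBP1 cells stably carrying IRE1-XBP1-driven luciferase reporter / Amount: 1000 cells per well / Compound: 20 µM, 1% DMSO / Times: 6 h treatment, 37 °C / Detection: luciferase luminescence / Measure: % activation of reporter signal versus tunicamycin and DMSO controls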
# * hit, by the source's call.
compound	Mdm2 MdmX PPI	tim10-1 inh	Jurkat NFkB inh	tim23-1 inh	CHOP UPR activ	TIM10 inh	697 NFkB inh	UPR XBP1 act
Cc1ccc(S(=O)(=O)N2CCOC2CNC(=O)C(=O)NCCCN2CCOCC2)cc1 (centres undefined)	5.6	-2.5	1.1	-10.2	-0.4	2.0	-6.0	-1.1
O=C(Nc1nc(-c2ccc(F)cc2)cs1)c1ccc(N2C(=O)CCC2=O)cc1	-13.4	-9.9	0.5	-10.0	0.5	-10.5	-15.9	2.7
COCCN(Cc1cc2ccc(C)cc2n2nnnc12)Cc1nnnn1C(C)(C)C	13.7	32.2	-3.3	25.7	0.0	9.6	-19.0	-3.4
CN(C(=S)Oc1ccc(C(=O)Nc2ccccc2)cc1)c1ccccc1	24.7	51.4*	-9.3	38.5	0.5	39.3	-15.7	0.6
C/C(=N/NC(=O)c1ccccn1)c1c[nH]c2ccccc12	-68.3	-25.3	-66.9	13.9	1.9	-2.5	-102.8	1.5
COc1ccc2sc(N(CCCN(C)C)C(=O)c3ccc(C(=O)c4ccccc4)cc3)nc2c1	26.5	18.3	-24.5	6.5	1.5	32.6	-7.0	3.2
Cc1ccc(C(=O)NC2CCN(S(=O)(=O)c3ccccc3F)CC2)cc1	15.7	7.6	16.6	9.6	2.9	-9.2	16.0	-0.5
CN(CC(=O)Nc1ccccc1Cl)C(=O)COC(=O)c1cc(S(=O)(=O)N(C)C)ccc1N1CCCC1	12.9	12.0	-0.1	10.6	0.7	6.2	4.6	-3.4
COc1ccc(CCC(=O)Nc2ccc(OC)c(S(=O)(=O)N3CCCCC3)c2)cc1OC	0.9	4.2	7.5	11.3	-0.2	4.5	-1.5	-3.3
CC(=O)c1ccc(Sc2ccc(C(C)=O)cc2)cc1	6.6	17.0	-21.0	11.5	1.8	14.5	-69.7	-3.1
COc1cc(C2C(C#N)=C(N)N(Nc3ccccc3)C3=C2C(=O)CC(C)(C)C3)ccc1OCc1ccccc1 (centres undefined)	9.4	21.8	-40.5	26.7	0.1	6.1	-36.6	0.1
CCc1ccc2[nH]c(=O)c(CN(Cc3ccccc3OC)C(=O)Nc3ccccc3OC)cc2c1	25.2	17.1	2.5	13.9	2.3	10.5	13.2	4.4
C[C@]12CC[C@@H]3c4ccc(O)cc4CC[C@H]3[C@@H]1CC[C@@H]2OC(=O)CCC1CCCC1	28.7	18.9	-0.5	13.4	4.1	12.2	9.8	28.0
CCOc1[nH]n(-c2ccc(Cl)cc2)c(=O)c1C=Nc1ccc(OC)cc1	8.7	-3.9	7.2	-7.3	0.7	-18.4	12.7	-0.8
CCOc1ncccc1C(=O)Nc1ccc2c(c1)OCO2	7.7	18.9	-7.0	19.2	1.9	-2.9	3.6	2.7
CCOC(=O)c1c(C)[nH]c(C)c1C(=O)CSc1nc2ccccc2n1CCOC	7.5	12.3	-2.9	-3.3	-0.2	12.5	-5.4	0.1
O=C(CSc1ccc(-c2cccnc2)nn1)c1ccc([N+](=O)[O-])cc1	13.7	-2.7	12.9	8.0	0.2	5.5	9.4	-1.2
O=C(/C=C/c1cccs1)Nc1ccc(N2CCOCC2)c(S(=O)(=O)Nc2cc(Cl)ccc2Cl)c1	40.8	17.2	9.4	-3.7	1.2	6.2	-8.2	-1.2
CC1Cc2ccccc2N1c1ncnc2nc[nH]c12 (centres undefined)	53.1*	19.5	-12.7	31.6	1.0	-4.3	-1.1	1.0
CCn1c(SCc2nc3sc(C(=O)O)c(C)c3c(=O)[nH]2)nc2ccccc21	-2.6	3.6	20.7	-1.2	-4.6	-1.2	19.5	-5.9
COCC1CCCN(C(=O)c2ccc3oc(Cc4ccc(Cl)cc4)nc3c2)C1 (centres undefined)	16.1	37.6	-6.5	34.1	1.2	9.0	-9.9	-8.6
COC(=O)/C=C1\N/C(=N\c2nc(C)cc(C)n2)N(c2ccccc2)C1=O	18.2	5.6	-9.2	16.4	-1.4	11.1	-2.5	-5.8
O=C(CSc1cccc(C(F)(F)F)c1)Nc1nnc(C2CC2)s1	17.9	-15.5	1.9	-6.6	0.0	3.2	-8.8	-1.1
Cc1csc(NC(=O)Cc2ccc(Br)cc2)n1	5.5	17.9	-11.1	23.4	4.1	-7.4	-5.6	-0.5
O=C(C1CCN(c2nnc(-n3cccc3)s2)CC1)N1CCOCC1	-14.1	16.1	6.1	14.1	4.5	-3.0	-4.2	1.8
O=C(O)CCCC(=O)OCCc1cc2ccccc2c(=O)o1	-21.6	-11.7	6.4	2.7	-0.2	4.1	21.7	-1.6
COc1ccc(Br)cc1CN1CCN(Cc2c[nH]c3ccccc23)CC1	69.0*	29.6	14.9	7.8	0.7	18.7	14.7	-2.7
COc1ccc(C[C@H]2c3cc(O)c(OC)cc3CC[N+]2(C)[O-])cc1O (some centres undefined)	6.4	-18.7	44.3	17.4	-0.6	-0.8	34.5	1.8
N=c1c(C(=O)NC2CCCC2)cc2c(=O)n3ccccc3nc2n1CCN1CCOCC1	33.1	11.5	1.7	3.6	-2.0	-0.6	49.0*	-0.2
O=C(O)C1C2C=CC(O2)C1C(=O)NCCC1=CCCCC1 (centres undefined)	-0.3	26.1	-3.4	15.0	-0.9	5.3	-1.6	3.2

# An excerpt taken from the entries so far, for reference:
compound	Mdm2 MdmX PPI	tim10-1 inh	Jurkat NFkB inh	tim23-1 inh	CHOP UPR activ	TIM10 inh	697 NFkB inh	UPR XBP1 act
Cc1ccc(S(=O)(=O)N2CCOC2CNC(=O)C(=O)NCCCN2CCOCC2)cc1 (centres undefined)	5.6	-2.5	1.1	-10.2	-0.4	2.0	-6.0	-1.1
O=C(Nc1nc(-c2ccc(F)cc2)cs1)c1ccc(N2C(=O)CCC2=O)cc1	-13.4	-9.9	0.5	-10.0	0.5	-10.5	-15.9	2.7

# The results go on:
compound	Mdm2 MdmX PPI	tim10-1 inh	Jurkat NFkB inh	tim23-1 inh	CHOP UPR activ	TIM10 inh	697 NFkB inh	UPR XBP1 act
CCCNC(=S)N1CCC(c2nc3cc(C)c(C)cc3[nH]2)CC1	14.2	-6.4	12.4	-10.9	0.1	-5.8	5.7	-3.5
CC(C)c1ccccc1OCC(=O)Nc1nnc(C2CC2)s1	-8.1	20.2	-7.6	12.4	0.1	6.7	-26.6	4.4
CCOCCCNC(=O)c1ccc(CS(=O)(=O)Cc2cccc(C)c2)o1	15.4	-0.2	-2.5	4.2	-0.9	10.8	-15.9	-2.8
CCC(=O)NC(=S)Nc1cccc(NC(=O)CC)c1	15.3	14.4	-2.1	11.6	1.7	-6.3	19.2	0.0
Cc1[nH]c2ccccc2c1/C=C(\C#N)C(=O)NCc1ccccc1	7.1	-2.5	1.9	-9.5	0.8	3.3	7.9	-1.5
O=C(O)c1csc(-c2cccs2)n1	10.1	11.1	8.0	-2.9	1.6	-2.0	12.6	-1.9
CSc1nc2ccc(S(N)(=O)=O)cc2s1	-29.9	12.3	-3.6	9.9	1.8	-4.5	-21.0	0.1
O=C(NCc1ccc(Cl)cc1)c1ccc(-n2cccn2)nc1	-26.1	-4.3	3.4	3.2	0.9	9.2	22.6	-1.2
Cn1c(=O)c2c(nc(SCCN3CCCCC3)n2Cc2ccccc2)n(C)c1=O	6.1	-3.0	-11.3	-2.7	-2.5	-7.2	0.7	0.8
Cc1nn(Cc2cccc(C(=O)Nc3ccn(Cc4ccccc4)n3)c2)c(C)c1[N+](=O)[O-]	-4.9	-9.7	-2.6	-19.9	0.6	-19.3	-27.0	-1.0
CCN(CC)c1ccc(/C=N\NC(=O)c2cccc3cc[nH]c23)cc1	50.2*	22.7	28.0	45.3	8.1	23.9	-33.2	19.7
CCn1c(SCC(=O)NCc2ccccc2)nc2c(c1=O)SC(C)C2 (centres undefined)	28.0	14.1	-3.4	6.3	-1.6	-23.8	14.3	-4.1
O=C(Nc1cccc(-c2nc3ncccc3o2)c1)c1cc2ccccc2o1	36.1	7.2	-16.6	12.2	-1.5	0.2	-6.6	-1.4
O=C(NCc1cccnc1)c1ccc(=O)oc1	21.1	1.6	7.1	-4.4	-2.3	4.7	-7.3	-0.3
COc1ccc(OCc2nnc(SCC(=O)O)n2N)cc1	-7.3	5.9	-1.1	-8.1	-3.1	-17.2	4.4	-0.2
Nc1nc2sc3c(c2cc1C(=O)NCC(=O)O)CCCC3	1.6	19.1	0.6	16.6	0.7	-1.0	-3.4	-3.7
CN(C)Cc1c(C(=O)N/N=C/c2ccccc2OCc2c(F)cccc2Cl)nnn1-c1nonc1N	34.5	0.0	9.5	9.2	-1.4	6.1	-15.7	8.2
CCCCn1c(N)c(N(CCC(C)C)C(=O)CCCc2nc3ccccc3s2)c(=O)[nH]c1=O	-1.4	0.3	-7.6	2.3	-0.2	11.1	-3.9	-1.6
CCC1CCc2c(sc(N)c2C(N)=O)C1 (centres undefined)	-7.3	21.5	7.8	19.9	-1.8	15.4	2.2	-3.5
O=C(C=C1NCCN1)c1ccccc1	1.9	-0.8	10.4	-3.9	6.2	9.8	5.7	0.3
COc1ccc(CCNC(=O)C2CCN(C(=O)c3ccc(C(C)(C)C)cc3)CC2)cc1OC	3.6	15.5	12.6	5.2	4.1	4.0	-113.5	-0.5
CS(=O)(=O)N1CCc2cc(C(=O)Nc3ccc(COCC(F)(F)F)cc3)ccc21	-36.1	18.2	-16.5	5.9	-2.0	13.1	-35.7	-0.7
CCCc1cc(C(=O)Nc2cc(Br)ccc2O)no1	-59.7	20.4	-15.8	28.0	4.9	-2.2	-113.1	9.8
O=[n+]1c2c(n([O-])c3cc(F)c(F)cc31)CCCC2	-14.9	13.7	6.2	15.1	-0.8	-3.8	20.1	-2.4
CCOc1ccc(NC(=O)CN(C)C(=O)c2c(-c3ccccc3Cl)noc2C)cc1OCC	1.7	3.4	-3.5	15.3	-0.6	-1.1	-10.9	-1.0
O=c1c2ccccc2nc(SCCN2CCCCC2)n1CCc1ccccc1	24.7	13.2	-19.6	-7.1	1.6	2.0	-43.6	-1.5
CCOC(=O)N1CCN(C(=S)NC(=O)c2c(-c3c(Cl)cccc3Cl)noc2C)CC1	6.7	39.3	0.5	22.5	1.1	40.0	-14.7	-1.2
c1cc(-c2nsc(-c3ccncc3)n2)ccn1	5.3	10.6	8.8	-4.2	1.9	13.0	8.4	1.1
CC(=O)c1cc(NC(=O)c2ccccc2)c(=O)oc1/C=C/N(C)C	-7.0	15.0	-14.1	9.5	-1.1	6.2	20.2	-0.4
C=CC[C@H](CC(=O)N(CCO)Cc1ccccc1)C(=O)N[C@@H](COC(=O)[C@@H](CC=C)CC(=O)OC(C)(C)C)Cc1c[nH]c2ccccc12	48.9	13.3	-6.2	6.7	5.8	6.0	-17.8	-4.3
Cc1ccc(C2CC(=O)Nc3sc(C(N)=O)c(N)c32)cc1 (centres undefined)	-0.2	14.2	7.8	21.5	-1.1	4.0	23.1	-0.1
CN(C)S(=O)(=O)c1cccc(NC(=O)COC(=O)/C=C/c2ccc(Br)o2)c1	6.9	9.4	6.8	-9.8	0.8	-9.6	18.3	-0.5
Cc1ccc(C2=N/C(=C\c3cccs3)C(=O)N2Nc2ccccc2)cc1	34.3	28.7	8.5	39.5	-0.2	16.5	-38.5	-2.5
Oc1ccccc1-c1nc2ccccc2nc1-c1ccccc1	23.3	2.3	5.4	29.7	-1.0	-8.8	3.8	-0.8

# Whole records, quoted from the list. Order of screens: Mdm2 MdmX PPI, tim10-1 inh, Jurkat NFkB inh, tim23-1 inh, CHOP UPR activ, TIM10 inh, 697 NFkB inh, UPR XBP1 act
# `Oc1ccccc1-c1nc2ccccc2nc1-c1ccccc1` is listed as 23.3, 2.3, 5.4, 29.7, -1.0, -8.8, 3.8, -0.8
# `Cc1ccc(C2=N/C(=C\c3cccs3)C(=O)N2Nc2ccccc2)cc1` is listed as 34.3, 28.7, 8.5, 39.5, -0.2, 16.5, -38.5, -2.5
